SRC3 inh: inhibits human SRC3 coactivator. Q9Y6Q9. HEK293 GAL4-SRC3 luciferase reporter, luminescence. inhibition, % at 3.6 µM. 360,000 tested, 0.17% active;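 active means inhibition above a per-campaign cutoff, the mean of all compounds plus 3 SD, cut at about 60% in these data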;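 further: 0% = DMSO-treated cells and 100% = gossypol-treated cells at 36 µM; higher means less SRC3-driven luciferase light from the GAL4 reporter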
NOD2 RIPK2 PPI: NOD2-RIPK2 protein interaction inhibition; O43353; CHO BLA complementation NOD2-RIPK2, CCF4 ratio; inhibition, % at 4.98 µM; 360,000 tested, 0.38% active; in the data active means inhibition above about 21%;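 further: 0% = vehicle only and 100% = reference blocker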
SRC1 inh: inhibits human SRC1 coactivator. HEK293 GAL4-SRC1 luciferase reporter, luminescence. inhibition, % at 3.6 µM. 360,000 tested, 0.12% active. AID 588354;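 active means inhibition above the campaign mean plus 3 SD, with each screening campaign given its own cutoff, cut at about 60% in these data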;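 further: 0% = DMSO treated cells and 100% = gossypol at 36 µM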
NCOA2 inhibitor: inhibits human steroid receptor coactivator 2. Q15596. HEK293 GAL4-SRC2 luciferase reporter, luminescence. inhibition, % at 9 µM. 370,000 tested, 0.17% active;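 active means inhibition above the mean inhibition of all tested compounds plus 3 SD, set per campaign, cut at about 52% in these data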;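 further: 0% = DMSO treated cells and 100% = cells given Gossypol at 36 µM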
TLR9-MyD88 inh: blocks human TLR9 binding to MyD88. Q9NR96+Q99836. CHO BLA complementation TLR9-MyD88, CCF4 FRET ratio. inhibition, % at 4.98 µM. 340,000 tested, 0.21% active;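 active means inhibition above the mean over all tested compounds plus 3 SD, cut at about 21% in these data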;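 further: 0% = DMSO only wells and 100% = clavulanate BLA inhibitor control wells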
NR2F2 inh: inhibitors of human COUP-TFII (NR2F2) | P24468 | HEK293T NGFI-A luciferase reporter, luminescence | inhibition, % at 8.6 µM | 370,000 tested, 0.7% active | AID 686940;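 active means inhibition above a per-plate cutoff, mean inhibition of test wells between control levels plus 3 SD, cut at about 38% in these data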;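 further: cells cotransfected with COUP-TFII expression vector driving the NGFI-A reporter; 0% = median of COUP-TF2 test wells and 100% = reporter-only cells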
C8 TRAIL sens: caspase-8 TRAIL sensitization; inhibition (viability loss, TRAIL sensitization), % at 10 µM; AID 624354; NB7+C8 cells + TRAIL, ATPlite viability luminescence; 360,000 tested, 1% active;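 active means compounds causing at least 50% loss of cell viability in the single-dose screen, relative to plate controls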
LMP1 NFkB inh: Epstein-Barr LMP1 NF-kappaB reporter inhibition; AID 504558; LMP1-induced NF-kappaB luciferase reporter cells, luminescence; inhibition, % at 12.5 µM; 350,000 tested, 0.69% active; in the data active means inhibition above about 41%;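 further: 0% = neutral control wells and 100% = reference inhibitor control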
TROY NFkB inh: TROY signaling inhibition; Q293 LMP1-TROYcd NF-kB luciferase reporter, 4 h; inhibition, % at 10 µM; 360,000 tested, 0.98% active;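 active means compounds whose plate-normalised and pattern-corrected inhibition of the luciferase reporter signal at the single screening dose is 50% or more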
TWEAK Fn14 block: inhibitors of TWEAK-Fn14 interaction signaling; TWEAK-stimulated Fn14 reporter cells, luciferase luminescence, 8 h; inhibition, % at 10 µM; 360,000 tested, 2% active; AID 1159606; in the data active means inhibition above about 50%
NR5A2 inv ag: suppresses constitutive activity of human LRH-1. O00482. HEK293T StAR-luciferase reporter, LRH-1 transfected, 24 h. inhibition, % at 3.6 µM. 360,000 tested, 0.13% active;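 active means inhibition above the mean inhibition of all tested compounds plus 3 SD, cut at about 73% in these data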;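 further: 0% = DMSO wells and 100% = reporter-only cells lacking LRH-1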
The depositor's hits bear a star; · = not tested or not shown. These rows are one share of the data; count on the stated rates, not on these rows.

SMILES	SRC3 inh	NOD2 RIPK2 PPI	SRC1 inh	NCOA2 inhibitor	TLR9-MyD88 inh	NR2F2 inh	C8 TRAIL sens	LMP1 NFkB inh	TROY NFkB inh	TWEAK Fn14 block	NR5A2 inv ag
Nc1ccccc1Nc1cc(-c2ccccc2)nn1-c1ccccc1	-4	-8	-6	-3	-9	-12	-4	-5	7	-2	6
O=C(CNCC1CCCO1)N1CCN(S(=O)(=O)c2ccc3ccccc3c2)CC1 (stereo unspecified)	-4	1	4	0	10	-11	8	-7	12	6	0
CCN(Cc1ccc(OC)c(COC)c1)CC1CCCN(CCc2cccc(OC)c2)C1 (stereo unspecified)	-6	-11	13	2	-7	8	7	4	-3	-13	22
COc1ccc(OC)c(NC(=O)Cn2c(-c3ccc(Cl)cc3)noc2=O)c1	6	-9	-24	-10	9	-7	-7	-14	-7	9	-2
O=S(=O)(c1ccc(F)cc1)N1CCC(N2CCCC2)CC1	-22	-7	-8	·	9	·	-7	-1	-2	-2	5
FC(F)(F)c1ccccc1Cc1c(-c2ccc(Cl)cc2)nc2c3ccccc3ccn12	·	-12	·	-35	·	2	-7	·	-69	-4	6
O=C(O)c1ccc(-c2ccccc2Cl)o1	-12	-1	-2	8	4	-4	-10	-9	-63	1	-2
Cc1nc2c([N+](=O)[O-])c(C)c(C)cc2[nH]1	-11	-11	-3	-12	-4	-2	-7	4	1	-7	-13
Cc1nn(-c2nc3ccccc3s2)c(N)c1-c1ccccc1	-114	-2	-84	-76	-16	-48	28	-78	-45	-22	-93
CCCC(=O)Nc1ccc(N2CCN(S(C)(=O)=O)CC2)cc1	9	8	-10	-21	5	-12	-5	1	-10	-9	6
Cc1ccc2nc(NC(=O)CSc3nc4c(c(=O)n3C)SC(C)C4)sc2c1 (stereo unspecified)	-41	-18	-86	·	-14	·	16	25	6	3	-122
C/C(O)=C\c1nc2ccccc2oc1=O	11	4	-4	20	12	-4	-17	-10	-57	-16	21
Cn1c(=O)c2c(ncn2CC(COCc2ccccc2)OCc2ccccc2)n(C)c1=O (stereo unspecified)	-7	0	7	4	4	-9	25	-5	-13	-9	6
CCCCC(O)(c1ccc(OC)cc1)C(CN1CCOCC1)c1ccccc1 (stereo unspecified)	-13	-5	3	9	-12	15	17	5	12	27	18
CC(=O)c1cccc(NC(=O)/C(=C\c2cccnc2)NC(=O)c2ccco2)c1	8	3	12	-23	3	-16	-3	5	-23	13	12
CCN1CCN(CCOc2ccccc2-c2ccccc2)CC1	-17	-4	2	-26	6	0	7	-47	-7	-10	6
Cn1nnc2cc(C(=O)Nc3ccc(Cl)cc3)ccc21	-40	-9	-38	-10	-15	-10	2	-16	-42	-9	-49
S=C1NC[C@H](Cc2cccc3ccccc23)N1CC1CCCCC1	-2	4	15	-3	-6	-6	2	6	16	-2	-2
CC(C)OCCCn1c(SCC(=O)Nc2ccccc2C(F)(F)F)nc2nccnc2c1=O	16	-4	-6	-19	4	13	-1	4	0	6	11
CCOC(=O)c1c(NC(=O)COC(=O)C2CCC2)sc(C(=O)N(C)C)c1C	-14	-8	-4	-1	-2	-3	9	5	12	-1	2
O=C(C1=NN[C@@H]2C(=O)N(c3ccccc3C(F)(F)F)C(=O)[C@H]12)C(c1ccccc1)c1ccccc1	-12	5	6	0	-7	9	1	6	7	-17	-2
O=S(=O)(c1ccccc1)N1CCC2(CC1)OCCN2S(=O)(=O)c1cccs1	19	-9	-34	-5	4	-14	-12	-4	2	-8	-22
Cn1nc(CC(=O)NCCN2C(=O)CSC2=O)c2ccccc2c1=O	-14	5	-9	-36	7	2	3	-4	-5	-10	15
CC1CCN(C(=O)C(C)OC(=O)CSc2ccc([N+](=O)[O-])cc2)CC1 (stereo unspecified)	11	0	0	-17	-8	-20	-3	6	-12	6	18
COc1ccc(-c2cnnc(N/N=C/c3ccc(O)cc3)n2)cc1	-50	2	-18	-7	0	-16	11	-3	-7	36	-58
COC(=O)C(Cc1c[nH]c2ccccc12)NC(=O)CCNC(=O)c1ccco1 (stereo unspecified)	10	6	-10	-21	1	-8	-8	0	-3	-24	19
O=C(CCN1CCN(S(=O)(=O)c2ccc(Cl)cc2)CC1)Nc1ccccc1F	-21	-2	-1	-8	-11	-10	-4	-5	0	-1	1
CC(C)(C)[C@@H]1C=C(C(=O)NCc2ccccc2)O[C@H](OCc2ccc(CO)cc2)C1	-4	-1	-6	-6	-4	-11	-19	-14	-14	-21	4
COc1ccc(C)cc1S(=O)(=O)N1CCC(C(=O)NCCC2=CCCCC2)CC1	-2	-12	5	-11	5	5	2	1	8	6	-18
O=C(CCCCCn1c(=S)[nH]c2cc3c(cc2c1=O)OCO3)N1CCN(c2ccc(F)cc2)CC1	-3	7	9	-6	-10	12	21	2	18	-18	-12
CCn1nc(C)cc1C(=O)N1CCCC(C(=O)c2ccccc2SC)C1 (stereo unspecified)	21	1	-9	22	1	-2	6	7	-15	-19	1
O=C1NC[C@@H](CCCCN2C[C@H](Cc3ccccc3)N(CC3CCCCC3)C(=O)C2=O)N(Cc2ccccc2)C1=O	·	-2	·	-14	·	-2	-2	·	9	22	6
CC(C)C(=O)N1CCC2(CC1)Oc1ccc(Cl)cc1C(=O)C21CC(c2cccnc2)=NO1 (stereo unspecified)	5	-9	-8	2	2	-2	9	-6	7	-25	7
Cc1cc(C)nc(SCCS(=O)(=O)Cc2ccc(Cl)cc2)n1	4	4	-10	-9	-9	7	-5	-24	5	-8	12
Cc1ccc(NC(=O)CSCC(=O)N2c3ccccc3CCc3ccccc32)cc1	3	-5	8	13	-7	13	-7	7	-9	17	3
Cc1cccc(Nc2nnc(-c3ccc(C(=O)N4C[C@H]5C[C@H](C4)c4cccc(=O)n4C5)cc3)c3ccccc23)c1	4	6	-3	16	-15	19	-2	4	-7	-3	-4

Reformatted with bars between the fields: part of the list above.
SMILES | SRC3 inh | NOD2 RIPK2 PPI | SRC1 inh | NCOA2 inhibitor | TLR9-MyD88 inh | NR2F2 inh | C8 TRAIL sens | LMP1 NFkB inh | TROY NFkB inh | TWEAK Fn14 block | NR5A2 inv ag
CC1CCN(C(=O)C(C)OC(=O)CSc2ccc([N+](=O)[O-])cc2)CC1 (stereo unspecified) | 11 | 0 | 0 | -17 | -8 | -20 | -3 | 6 | -12 | 6 | 18
COc1ccc(-c2cnnc(N/N=C/c3ccc(O)cc3)n2)cc1 | -50 | 2 | -18 | -7 | 0 | -16 | 11 | -3 | -7 | 36 | -58
COC(=O)C(Cc1c[nH]c2ccccc12)NC(=O)CCNC(=O)c1ccco1 (stereo unspecified) | 10 | 6 | -10 | -21 | 1 | -8 | -8 | 0 | -3 | -24 | 19
O=C(CCN1CCN(S(=O)(=O)c2ccc(Cl)cc2)CC1)Nc1ccccc1F | -21 | -2 | -1 | -8 | -11 | -10 | -4 | -5 | 0 | -1 | 1
CC(C)(C)[C@@H]1C=C(C(=O)NCc2ccccc2)O[C@H](OCc2ccc(CO)cc2)C1 | -4 | -1 | -6 | -6 | -4 | -11 | -19 | -14 | -14 | -21 | 4
COc1ccc(C)cc1S(=O)(=O)N1CCC(C(=O)NCCC2=CCCCC2)CC1 | -2 | -12 | 5 | -11 | 5 | 5 | 2 | 1 | 8 | 6 | -18
O=C(CCCCCn1c(=S)[nH]c2cc3c(cc2c1=O)OCO3)N1CCN(c2ccc(F)cc2)CC1 | -3 | 7 | 9 | -6 | -10 | 12 | 21 | 2 | 18 | -18 | -12
CCn1nc(C)cc1C(=O)N1CCCC(C(=O)c2ccccc2SC)C1 (stereo unspecified) | 21 | 1 | -9 | 22 | 1 | -2 | 6 | 7 | -15 | -19 | 1
O=C1NC[C@@H](CCCCN2C[C@H](Cc3ccccc3)N(CC3CCCCC3)C(=O)C2=O)N(Cc2ccccc2)C1=O | · | -2 | · | -14 | · | -2 | -2 | · | 9 | 22 | 6
CC(C)C(=O)N1CCC2(CC1)Oc1ccc(Cl)cc1C(=O)C21CC(c2cccnc2)=NO1 (stereo unspecified) | 5 | -9 | -8 | 2 | 2 | -2 | 9 | -6 | 7 | -25 | 7
Cc1cc(C)nc(SCCS(=O)(=O)Cc2ccc(Cl)cc2)n1 | 4 | 4 | -10 | -9 | -9 | 7 | -5 | -24 | 5 | -8 | 12
Cc1ccc(NC(=O)CSCC(=O)N2c3ccccc3CCc3ccccc32)cc1 | 3 | -5 | 8 | 13 | -7 | 13 | -7 | 7 | -9 | 17 | 3
Cc1cccc(Nc2nnc(-c3ccc(C(=O)N4C[C@H]5C[C@H](C4)c4cccc(=O)n4C5)cc3)c3ccccc23)c1 | 4 | 6 | -3 | 16 | -15 | 19 | -2 | 4 | -7 | -3 | -4

Further entries follow:
SMILES	SRC3 inh	NOD2 RIPK2 PPI	SRC1 inh	NCOA2 inhibitor	TLR9-MyD88 inh	NR2F2 inh	C8 TRAIL sens	LMP1 NFkB inh	TROY NFkB inh	TWEAK Fn14 block	NR5A2 inv ag
CCCCC[C@@H](C)N1C[C@@H](COCc2ccccc2)Oc2cc(N3CCC[C@H]3C(N)=O)ccc2S1(=O)=O	·	2	·	16	·	-6	-3	·	14	15	-21
CCn1ncc(Br)c1C(=O)Nc1ccn(C23CC4CC(CC(C4)C2)C3)n1	4	3	-12	-2	-12	-9	2	0	2	-7	-6
COc1ccccc1N1CCN(CCCN2C(=O)C3CCCCN3C2=O)CC1 (stereo unspecified)	12	0	-12	-16	5	18	9	0	19	2	-9
COc1cc(CNCC(O)c2ccccc2)ccc1OCc1ccc(Cl)nc1 (stereo unspecified)	-15	13	-19	-18	-8	-42	-2	8	6	8	11
Cc1cc(C)cc(OCC(=O)OC(C)C(=O)Nc2c(C)n(C)n(-c3ccccc3)c2=O)c1 (stereo unspecified)	13	-3	-3	-54	-6	-1	4	2	-12	11	-10
Cn1c(=O)c2[nH]c(CN3CCCCC3)nc2n(C)c1=O	5	-1	7	-13	-6	12	-7	9	1	-1	15
CCN(CC)S(=O)(=O)c1ccc2oc(C(=O)NC3CCCc4ccccc43)c(C)c2c1 (stereo unspecified)	18	1	16	18	-1	10	7	11	-8	7	10
COC(=O)c1ccc(CNC(=O)CN(CCC(C)C)S(=O)(=O)c2ccc3c(c2)OCCO3)cc1	10	-6	-3	1	3	-1	-7	-5	19	0	11
Cc1ccc([N+](=O)[O-])cc1N=C1C(=O)Nc2ccccc21	-22	-3	3	-21	10	-16	2	-6	5	-7	7
CCC(C)(C)n1nnnc1C(c1cccs1)N1CCN(Cc2ccccc2)CC1 (stereo unspecified)	-10	8	-17	-3	0	8	-5	-5	1	7	17
Cc1oc(C(=O)O)cc1COc1cccc2cccnc12	12	-1	-14	-20	-4	0	8	-3	-26	-13	-3
C=CCNC1=C(Cl)C(=O)N(Cc2ccccc2)C1=O	0	-5	7	5	4	8	1	3	16	36	-8
CC(C)c1csc(CN2CCCC(CCC(=O)NCc3ccccc3F)C2)n1 (stereo unspecified)	5	-11	-3	13	3	14	2	-3	7	23	2
COc1ccc(-c2sc3ccc(N4CCOCC4)cc3c2-c2ccc(O)cc2)cc1	7	-11	-19	10	-9	12	4	-8	12	11	-23
Nc1nnc(COc2ccccc2)s1	6	5	4	-10	-3	11	-5	-5	-21	-3	-15

Screening results as filed in PubChem.
